# Bioassay records (PubChem BioAssay)
# Growth percent in the NCI-60 one-dose screen (48 h, 10 µM unless noted): 100 = growth as untreated, 0 = no growth, -100 = all killed.
# SF-295 = SF-295 CNS cancer cells. actives 5.6% (n = 79,000). AID 1794758
# SF-539 = SF-539 CNS cancer; actives 6.8% (n = 81,000)
# SNB-19 = SNB-19 CNS cancer cells | actives 2.5% (n = 81,000) | AID 1794751
# SW-620 = SW-620 colon cancer; actives 5.2% (n = 82,000)
# KM12 = KM12 colon cancer cells. actives 5% (n = 82,000). AID 1794800
# HCT-15 = HCT-15 colon cancer; actives 5.2% (n = 82,000)
# SNB-75 = SNB-75 CNS cancer. actives 5% (n = 79,000). AID 1794750
# HCT-116 = HCT-116 colon cancer | actives 7.3% (n = 82,000) | AID 1794798
# HCC-2998 = HCC-2998 colon cancer; actives 4.7% (n = 79,000)
# The depositor's hits bear a star; / = not tested or not shown; & = joins results of further samples; ! = repeats disagree. Rule for the calls: active = growth percent below 10; inactive = the rest.
SMILES,SF-295,SF-539,SNB-19,SW-620,KM12,HCT-15,SNB-75,HCT-116,HCC-2998
COc1ccc(CCNc2nc(SC)nc(-c3cccc([N+](=O)[O-])c3)c2C#N)cc1OC,88,75,72,93,99,91,62,82,94
Clc1ccc(I)c2ccccc12,102,105,110,107,110,96,96,97,107
COc1cc(C)c2ccccc2n1,96,98,104,103,103,91,89,96,116
Cc1ccc(NC(=O)NCCO)cc1,102,113,114,/,103,111,88,113,98
O=C(OCc1ncc(-c2ccc(C(F)(F)F)cc2)c(NC2CCCCCC2)n1)c1ccc(C(F)(F)F)cc1,37,102,72,68,51,80,87,61,100
COc1ccc(NC(=O)CC(O)c2cccc(N)c2)cc1 (stereo not given),98,88,99,98,106,101,75,106,106
OC(CBr)CCBr (stereo not given),94,96,97,104,113,98,74,104,111
Cn1c2ccc(Br)cc2c2c3c(c4c5cc(F)ccc5oc4c21)C(=O)NC3=O,103,101,96,82,98,101,91,95,119
CC(=O)N=Cc1ccccc1O,111,101,106,105,102,98,104,113,108
OCC(O)C(O)C(O)C(O)c1nc2ccccc2[nH]1 (stereo not given),110&99,108&102,103&101,112&97,100&100,114&96,95&101,105&112,102&108
COc1cccc(CNC2CCCCC2)c1O,103,110,/,99,116,108,93,93,101
CCCCN(CCCC)C(=O)[C@H](CC)[C@@H]1CC[C@@H](C)[C@@H]([C@H](C)[C@@H](O)[C@@H](C)C(=O)[C@H](CC)C2O[C@]3(C=C[C@@H](O)[C@]4(CC[C@@](C)([C@H]5CC[C@](O)(CC)[C@H](C)O5)O4)O3)[C@H](C)C[C@@H]2C)O1 (stereo not given in full),-10*,17,15,9.4*,21,-6.0*,-12*,2.6*,2.5*

# Five entries drawn at random from the list so far, as already listed:
SMILES,SF-295,SF-539,SNB-19,SW-620,KM12,HCT-15,SNB-75,HCT-116,HCC-2998
O=C(OCc1ncc(-c2ccc(C(F)(F)F)cc2)c(NC2CCCCCC2)n1)c1ccc(C(F)(F)F)cc1,37,102,72,68,51,80,87,61,100
COc1cccc(CNC2CCCCC2)c1O,103,110,/,99,116,108,93,93,101
COc1ccc(NC(=O)CC(O)c2cccc(N)c2)cc1 (stereo not given),98,88,99,98,106,101,75,106,106
Clc1ccc(I)c2ccccc12,102,105,110,107,110,96,96,97,107
OCC(O)C(O)C(O)C(O)c1nc2ccccc2[nH]1 (stereo not given),110&99,108&102,103&101,112&97,100&100,114&96,95&101,105&112,102&108

# No new results follow: entries from further up.
SMILES,SF-295,SF-539,SNB-19,SW-620,KM12,HCT-15,SNB-75,HCT-116,HCC-2998
COc1ccc(CCNc2nc(SC)nc(-c3cccc([N+](=O)[O-])c3)c2C#N)cc1OC,88,75,72,93,99,91,62,82,94
Clc1ccc(I)c2ccccc12,102,105,110,107,110,96,96,97,107
COc1cc(C)c2ccccc2n1,96,98,104,103,103,91,89,96,116

# Other results:
SMILES,SF-295,SF-539,SNB-19,SW-620,KM12,HCT-15,SNB-75,HCT-116,HCC-2998
CN(C)c1nc(NCCNS(=O)(=O)c2ccc(C3=Nc4c(N)nc(N)nc4NC(c4ccccc4)C3)cc2)nc(Nc2ccc(F)cc2)n1 (stereo not given),43,-7.6*,57,50,34,37,62,33,32
Cn1c(=O)c2c(c3ccccc31)OC(C)(C)C=C2,87,98,110,120,/,106,77,112,104
O=C(N/N=C/c1ccc(B(O)O)s1)c1[nH]c2ccc(Br)cc2c1-c1ccccc1,-98*,-99*,-97*,-74*,-36*,-92*,-73*,-63*,-98*
C=C[C@@H]1C[C@H](O)Cc2ccccc2N1,109,101,108,105,109,103,102,113,100
CC(C(=O)c1ccccc1)[N+](C)(C)Cc1ccccc1 (stereo not given),96,98,94,100,104,107,89,89,104
C#CC(C)(O)[C@@H]1C[C@H](CC(=O)O)C1(C)C (stereo not given in full),103,100,99,109,108,104,96,106,/
N/C(=N\c1nc2ccccc2s1)NC(=O)Nc1ccc(Cl)cc1Cl,-98*,-78*,-24*,-68*,-64*,-26*,-69*,-80*,-25*
Cc1[nH]n(C(N)=O)c(=O)c1N=Nc1ccc(S(=O)(=O)N=C(N)N)cc1,120,103,100,97,102,108,94,113,119
O=C(O)c1cc(NC(=O)C(Cl)Cl)cc([N+](=O)[O-])c1,120,94,101,102,98,108,100,102,97
O=C1NC(=S)NC(=O)C1Cn1cnc2ccccc21,104,100,97,101,102,100,83,104,106
Cc1cc(C2(c3cc(C)c(OCC(O)CNN(C)C)cc3C(C)C)OC(=O)c3ccccc32)c(C(C)C)cc1OCC(O)CNN(C)C (stereo not given),74,77,87,86,77,71,67,57,99
O=C1c2ccccc2-c2c1c1c3ccccc3n(CCCCBr)c1c1c3ccccc3n(CCCCBr)c21,107,104,93,103,104,114,101,101,109

# Shown with each value named: part of the list above
Cc1cc(C2(c3cc(C)c(OCC(O)CNN(C)C)cc3C(C)C)OC(=O)c3ccccc32)c(C(C)C)cc1OCC(O)CNN(C)C (stereo not given)
  SF-295: 74
  SF-539: 77
  SNB-19: 87
  SW-620: 86
  KM12: 77
  HCT-15: 71
  SNB-75: 67
  HCT-116: 57
  HCC-2998: 99

O=C1c2ccccc2-c2c1c1c3ccccc3n(CCCCBr)c1c1c3ccccc3n(CCCCBr)c21
  SF-295: 107
  SF-539: 104
  SNB-19: 93
  SW-620: 103
  KM12: 104
  HCT-15: 114
  SNB-75: 101
  HCT-116: 101
  HCC-2998: 109

# (more compounds)
SMILES,SF-295,SF-539,SNB-19,SW-620,KM12,HCT-15,SNB-75,HCT-116,HCC-2998
C1C[S+]2CC[S+]1CC2,99,108,103,101,106,105,117,104,105
O=C(Nc1ccc(Cl)cc1)Sc1nnc2sc3ccccc3n12,108,91,/,96,99,98,77,105,109
Nc1nc(Cl)c(C=O)c(Cl)n1,96,113,/,101,117,98,76,107,114
OCCCCCCCCCCCO,102,94,102,106,105,106,85,102,106
CCN(CCNc1cc(OC)cc2cccnc12)CCc1ccccc1,84,98,98,71,86,73,84,60,89
Nc1ccc(C(=O)Nc2ccc3cc(S(=O)(=O)O)cc(S(=O)(=O)O)c3c2)cc1,99,98,102,103,99,101,92,88,99
CCOC(=O)CCC(=O)c1ccc2cc(OC)ccc2c1,98,/,102,99,109,95,94,92,95
O=c1[nH]nnc2ccccc12,107,97,95,110,121,102,98,99,103
CCOC(=O)/C=C1/S/C(=N\N=C\c2ccc(C(F)(F)F)cc2)N(c2ccccc2)C1=O,104,95,103,100,97,103,82,104,106
O=S(=O)(O)c1ccc(N=Nc2ccc(N=Nc3c(O)c(S(=O)(=O)O)cc4cc(S(=O)(=O)O)ccc34)c(S(=O)(=O)O)c2)cc1,102,98,112,109,104,106,118,100,104
NS(=O)(=O)c1ccc(Nc2nc(SCC(=O)c3ccc([N+](=O)[O-])cc3)nc3ccccc23)cc1,103,97,105,111,108,107,99,109,110
Cc1ccc2sc3c(c2c1)Oc1nc[nH]c(=O)c1C3c1ccc(Cl)cc1 (stereo not given),100,87,89,101,90,79,87,74,108
NS(=O)(=O)Oc1ccc2c(ccn2C(=O)C23CC4CC(CC(C4)C2)C3)c1,98,103,99,103,107,110,117,102,101
O=C1N(Cc2ccc(OC(F)(F)F)cc2)c2ccccc2S(=O)(=O)N1c1cccnc1Cl,71,81,82,91,66,72,127,50,115
C#CCOc1cc(/C=N/Nc2nc(-c3ccc(OC)cc3)cs2)ccc1O,84,93,92,95,89,83,96,77,92
CCOC(=O)c1ccc(NC(=O)Nc2cnn(-c3ccc(S(N)(=O)=O)cc3)c2-c2ccc(OC)cc2)cc1,107,95,93,99,112,110,77,92,112
S=c1ssnc1-c1cccs1,78,106,97,84,92,99,97,89,98
COc1cc(C)c2cc(Cc3ccccc3)ccc2n1,108,107,/,98,101,114,88,95,90
Cn1nc(C#N)c(=O)[nH]c1=O,126,96,106,109,109,95,87,111,102
CCOC(=O)CSCC(C)C(=O)OC (stereo not given),99,102,105,108,104,103,110,99,98
COc1ccc(/C=C2/Sc3c(C)cccc3C2=O)cc1,85,62,74,49,42,39,55,62,83
C=CCc1cc(C)cc2c(OC(C)=O)c(C(C)=O)c(-c3ccccc3)nc12,110,106,107,102,100,100,88,102,103
Cc1ccc(NC(N)=S)cc1,107,99,111,120,113,105,109,111,108
O=[N+]([O-])c1ccc2c(c1)S(=O)c1cc([N+](=O)[O-])ccc1N2,106,98,109,96,102,99,87,94,104
CC[C@]1(C#N)C(=O)[C@@](CO[Si](C)(C)C)(O[Si](C)(C)C)[C@H]2[C@H]1N(C(c1ccccc1)c1ccccc1)C(=O)C(=O)N2c1cccc(C2(C)OCC(C)(C)CO2)c1,103,106,99,99,101,103,96,94,106
CCNC(=O)c1[nH]cc(-c2ccccc2)c1-c1ccccc1OC,107,101,96,101,100,104,84,104,116
CC(C)=NOC(=O)Nc1cccc(Cl)c1,96,90,106,104,100,94,85,95,98
COc1ccc(C(=O)Nc2ccc(-c3ccc4c(c3)NC(=O)/C4=C\c3ccc[nH]3)cc2)cc1,-76*,77,61,-15*,2.0*,15,-11*,36,31
COC(=O)[C@H](c1ccccc1)N(C1CCN(C(=O)OC(C)(C)C)CC1)S(=O)(=O)NC(=O)OC(C)(C)C,110,101,95,107,105,99,94,84,94
CC(O)CNC(=O)C(C)(C)O (stereo not given),122,99,112,99,93,105,95,107,101
O=C1c2ccccc2C(=O)N1CCCCl,89,102,103,103,108,98,91,101,99
C[C@H]1C=C(Br)[C@]2(CCCO2)C12CCCCC2,98,96,101,106,106,97,/,103,100
CCOC(=O)/C(=C/CC/C(C)=C/CC/C(C)=C/CCc1ccoc1)CC(=O)N1CCCCC1,33,76,36,65,49,69,83,45,/
Clc1ccc2c(NCCCCNc3nc(N4CCCCC4)nc4ccccc34)ccnc2c1,-55*,-87*,19,-1.2*,20,-38*,-59*,-18*,-17*
CCN(CC)Cc1cc(C(C)(C)c2ccccc2)cc(C2CCCCC2)c1O,103,95,/,104,110,101,/,93,110
O=C1OC(=O)c2ccc3c4ccc5c6c(ccc(c7ccc1c2c73)c64)C(=O)OC5=O,99,96,107,94,108,103,79,109,103
Cc1[nH]c(C2CC(c3ccc(C(F)(F)F)c(F)c3)=NN2C)c(C)c1C(=O)NCC(F)(F)F (stereo not given),95,97,92,103,98,92,97,101,105
Cn1c([N+](=O)[O-])cc[n+]1C,/,118,106,/,102,113,107,103,100
O=C(Nc1ccc(OS(=O)(=O)c2ccc(C(F)(F)F)cc2)cc1)C1CCCCCC1,96,97,82,88,92,90,94,82,104
c1ccc(C2=Nc3ccccc3N=C(c3ccccc3)c3ccccc32)cc1,101,96,111,99,109,101,85,95,112
CC(C)N(CCOc1ccc(-c2nc3sccn3c2-c2ccnc(S(C)(=O)=O)n2)cc1)C(C)C,108,95,107,78,90,93,83,61,88
Cc1cc(C(C)(C)C)cc(C)c1CC1=NCCN1,96,/,106,108,103,102,97,112,96
O=C(ONC(=O)[C@@H]1CCCC[C@H]1C(=O)NOC(=O)c1ccccc1)c1ccccc1,87,98&117,102&103,102&100,97&103,82&92,98&86,93&95,107&98
Nc1ccc(S(=O)(=O)O)c([N+](=O)[O-])c1,96,101,111,92,96,98,86,99,109
COc1cc(Nc2nc3ccccc3nc2NS(=O)(=O)c2ccc(NC(=O)c3ccc(C)c(OC)c3)cc2)cc(OC)c1,-33*!,-36*!,39&68,28&52,14&54,13&60,-35*!,18&70,69
CCCOC(=O)CC(CC(=O)OCCC)C(=O)OCCC,/,107,114,104,107,/,92,103,102
CCC=C(C(=O)O)C(=O)O,105,100,97,107,104,97,76,104,107
